GLP1R cytotox = cytotoxicity in counter-screen for GLP-1R inverse agonists; 410,000 compounds, 0.13% hits; Potency, µM (series often up to 38.3 µM), inactives show top-dose activity change, negative = inhibition, hits mostly inhibitors; HEK293 cAMP-luciferase reporter cells, luminescence, 24 h; AID 624418;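 also: loss of luciferase light is scored as toxicity; potency is read from the fitted curve at half-maximal effect; % is scaled to controls: 0 for no effect and ±100 for the full control effect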
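Step one: seed cells (200 cells/uL, DMEM with 10% Nu serum, 1% pen-strep). Step two: 12-hour incubation at 37 deg C. Step three: pin 23 nL compound, incubate 24 hr. Step four: add luciferase reagent, read luminescence 12 min later.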
PI5P4K alpha inh = blocks human PI5P4K alpha kinase activity; max response, %; P48426; 330,000 compounds, 1.2% hits; PI5P4Kalpha enzyme, ADP-Glo luminescence, 60 min; hits give low values; active = max response of -50% or lower; inconclusive = between -30% and -50%; inactive = -30% or higher; also: value at the top dose of about 77 µM; % is scaled to controls: 0 for no effect and ±100 for the full control effect
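Single end-point luminescence (ADP-Glo) quantified ADP from PI5P4Kalpha turnover; ATP 5 microM final, 1 h at RT, 0.1% CHAPS and 0.28 mM EGTA in HEPES pH 7.4.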
EPAC1 antagonist = antagonists of human EPAC1; 360,000 compounds, 0.14% hits; EPAC1 GEF assay, Rap1b-BODIPY-GDP exchange fluorescence; Potency, µM (highest dose often 115 µM), for the others: at the highest dose activity change, negative = inhibition, most hits filed as inhibitors; O95398;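 also: potency is read from the fitted curve at half-maximal effect; plate controls were vehicle for no effect and positive control for full effect; nearly all actives have a fitted effect of over 50% in size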
Target sequence (O95398 whole entry, looked up): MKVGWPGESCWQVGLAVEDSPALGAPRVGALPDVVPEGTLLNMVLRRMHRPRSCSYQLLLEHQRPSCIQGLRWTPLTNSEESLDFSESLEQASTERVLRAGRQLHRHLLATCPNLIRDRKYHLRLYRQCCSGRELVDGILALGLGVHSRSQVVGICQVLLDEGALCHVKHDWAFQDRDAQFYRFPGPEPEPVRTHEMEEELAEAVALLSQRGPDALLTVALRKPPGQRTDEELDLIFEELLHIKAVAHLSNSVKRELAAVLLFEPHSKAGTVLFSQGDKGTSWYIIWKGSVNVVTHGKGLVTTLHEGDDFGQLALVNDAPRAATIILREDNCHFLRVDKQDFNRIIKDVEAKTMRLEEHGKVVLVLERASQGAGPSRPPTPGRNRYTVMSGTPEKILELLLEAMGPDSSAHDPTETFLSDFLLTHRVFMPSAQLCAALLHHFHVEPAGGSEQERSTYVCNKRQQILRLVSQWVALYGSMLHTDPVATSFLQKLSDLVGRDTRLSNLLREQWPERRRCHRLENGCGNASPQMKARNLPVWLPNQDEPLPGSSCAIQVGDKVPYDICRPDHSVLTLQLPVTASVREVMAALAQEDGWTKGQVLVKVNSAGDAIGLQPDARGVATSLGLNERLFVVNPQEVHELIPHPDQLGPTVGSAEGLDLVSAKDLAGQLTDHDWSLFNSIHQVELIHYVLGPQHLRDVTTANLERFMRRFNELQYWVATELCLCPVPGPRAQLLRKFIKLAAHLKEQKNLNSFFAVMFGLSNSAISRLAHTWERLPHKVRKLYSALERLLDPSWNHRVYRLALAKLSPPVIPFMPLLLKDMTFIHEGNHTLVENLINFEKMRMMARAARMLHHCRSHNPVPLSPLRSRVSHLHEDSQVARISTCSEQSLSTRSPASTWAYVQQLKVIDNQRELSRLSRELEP
GLP-1R inv ag = GLP-1 receptor (human) inverse agonism | Potency, µM (highest dose often 38.3 µM), for the others: at the top dose activity change, negative = inhibition, actives largely listed as inhibitors | 410,000 compounds, 1.6% hits | AID 624417 | P43220 | HEK293 GLP-1R CRE-luciferase, luminescence, 24 h; GLP-1R form is constitutively active; also: potency is read from the fitted curve at half-maximal effect; % is scaled to controls: 0 for no effect and ±100 for the full control effect; nearly all actives have a fitted effect of over 55% in size
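HEK293 cells stably co-expressing a cAMP-responsive luciferase reporter and constitutively active GLP-1R were seeded, incubated 12 h, then exposed to compounds for 24 h at 37 C. Luminescence was read 12 min after detection reagent; inverse agonists lower signal.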
PLK1 PBD block = blocks phosphopeptide binding to human PLK1 polo-box domain | P53350 | Plk1 PBD binding of FITC phosphopeptide, fluorescence polarization | Potency, µM, for inactives: max response, negative = inhibition, most hits filed as inhibitors | 360,000 compounds, 2.8% hits | AID 720504; also: potency is read from the fitted curve at half-maximal effect; series mostly up to about 57 µM; % is scaled to controls: 0 for no effect and ±100 for the full control effect; nearly all actives have a fitted effect of over 65% in size
PTHR1 agonist = agonists of human PTHR1 parathyroid hormone receptor. Q03431. HEK293 GP2 PTHR1 cells, GloSensor cAMP luminescence, 1 h. Potency, µM (highest dose often 115 µM), for the others: top-dose activation, usual class: activators. 410,000 compounds, 0.075% hits. AID 743266; also: potency is read from the fitted curve at half-maximal effect; nearly all actives have a fitted effect of over 55% in size; some results filed as inactive show a strong effect at the top dose; inactives centre near -15; many of its hits are not listed in these tables
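HEK-293-derived GP2 cells expressing PTHR1 and a GloSensor cAMP reporter, 3,000/well, plated overnight, given luciferin plus IBMX (each 0.5 mM as added) for 1 h at 37 °C, then compound for 1 h at 37 °C. Luminescence was read after 15 min at room temperature.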
GLP1R ag = GLP-1 receptor (human) agonism; 380,000 compounds, 0.007% hits; AID 624172; HEK293 GLP-1R CRE-luciferase, luminescence, 4-6 h; cells express a hypersensitive GLP-1R form; Potency, µM (doses to about 45.6 µM), inactives show at the highest dose activation, most hits filed as activators; P43220; also: potency is read from the fitted curve at half-maximal effect; % of control where 0% means no effect
EPAC1 agonist = EPAC1 (human) agonism; O95398; Potency, µM (highest dose often 154 µM), without a hit: top-dose activation, most hits filed as activators; EPAC1 agonist qHTS, biochemical assay; response scale: 100% = response to 6.5 mM cAMP; AID 720707; 360,000 compounds, 0.073% hits; also: potency is read from the fitted curve at half-maximal effect; nearly all actives have a fitted effect of over 60% in size
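Nucleotide exchange by EPAC1 (100 nM) on Rap1B–BODIPY-GDP (250 nM) in the presence of 50 uM GDP is tracked fluorescently at 480/540 nm over 30 min. Signals are normalized to a 6.5 mM cAMP control.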
IL-2 act = activates IL-2 in a cell-based reporter assay. IL-2 activation reporter assay, cell-based qHTS; stimulated with anti-CD3/CD4/CD28 beads; in transgenic mouse T cells. AID 652025. 360,000 compounds, 0.065% hits. activation, % (series mostly up to about 46 µM); in the data active = activation above about 50%; inconclusive = mostly about 30% to 49%; also: 0% is about no effect
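First, unstimulated transgenic mouse T cells were exposed to compound for 60 min. Next, anti-CD3/anti-CD4-coated beads with anti-CD28 were added. Finally, after 18 h at 37 degrees C, EGFP and DsRed were imaged.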
Starred values were filed as active, the others as inactive; i = inactive; ? = inconclusive; . = no result given; & = joins results of further samples; [ ] = dose if it differs, or a comment. Unless noted, calls follow the shape of the dose curve; as a rule, active = well fitted curve in the direction sought with a large enough effect; inconclusive = small, poorly fitted or top-dose-only effect, or another doubt; inactive = no such curve, though single readings can be large; an effect the other way counts as inactive or inconclusive.

Order of results: GLP1R cytotox | PI5P4K alpha inh | EPAC1 antagonist | GLP-1R inv ag | PLK1 PBD block | PTHR1 agonist | GLP1R ag | EPAC1 agonist | IL-2 act
- O=C(Cn1cc(SCc2ccc(Cl)cc2)c2ccccc21)N1CCOCC1
→ 3%&-8% | -3 | ? | ? | -15% | -45%[inhibitor] | 1% | 11% | -0.2
- CC#CCN1c2ccccc2[C@]23C[C@@H](C(=O)OC)N(C(=O)NCCBr)C2=NC(C(=O)OC)=C(C(=O)OC)[C@H]13
→ 6% | 1 | -7% | 4% | -2% | -34%[inhibitor] | 8% | 7% | 0.3
- CCOc1ccc(S(=O)(=O)NCCC(=O)NCC(c2cccs2)N2CCOCC2)cc1 (stereo not drawn)
→ 18% | -2 | -9% | 13% | -5% | -7% | 2% | -1% | -1.3
- COc1ccccc1CNC(=O)c1cc(S(=O)(=O)N2CCCC(C)C2)cn1C (stereo not drawn)
→ -7% | . | . | ? | . | i | 0% | . | .
- CC(NS(=O)(=O)c1ccc(OCC(=O)NCc2ccccn2)cc1)c1ccccc1 (stereo not drawn)
→ -10% | 0 | -6% | 2% | -1% | -8% | 5% | 8% | 0.5
- COC(=O)c1ccc(N=c2sc(C(=O)OC)cc(=O)n2C)cc1
→ 0% | -9 | -9% | 3% | -11% | -11% | 0% | -2% | 0.0
- O=C(NCCOCCOCCNC(=O)c1cccnc1)c1cccnc1
→ -6% | 16 | 7% | 24% | 0% | -1%[57.5 µM] | -1% | 2% | 4.3
- O=C(CN1C(=O)NC2(CCOc3ccccc32)C1=O)Nc1ccc(Br)cc1F (stereo not drawn)
→ -5% | 9 | -28% | ? | 0% | i | 14% | 11% | -0.2
- COc1ccc(-c2cc(=O)oc3cc(OCC(=O)Nc4ccc(CCO)cc4)ccc23)cc1
→ 3% | -2 | ? | -20% | -8% | -12% | 1% | 1% | -1.7
- CC(C)(C)NC(=O)COc1coc(CN2CCN(Cc3ccccc3)CC2)cc1=O
→ 4% | 16 | -5% | -3% | -17% | i | -5% | 4% | -1.0
- COc1ccc(C(=O)NC(=S)Nc2ccccc2N2CCN(S(C)(=O)=O)CC2)cc1OC
→ -7% | . | 11% | 19% | -2% | i | 26% | 10% | -2.9
- CN(C)S(=O)(=O)n1cc(/C=C(\NC(=O)c2ccccc2Cl)C(=O)N2CCCC2)c2ccccc21
→ ? | 3 | 12% | 21% | 1% | -6% | 6% | -4% | 0.2
- COc1ccc(NC(=O)CCN2CCC(C)CC2)cc1
→ 24% | 0 | -11% | 6% | -3% | i | 4% | 7% | -4.2
- O=C(NC1CCCCC1)N1CCCc2ccccc21
→ -10% | 1 | 0% | ? | -6% | 15%[57.5 µM] | 1% | 10% | 1.7
- CCCN(C)C1CN(Cc2cn(Cc3ccc(OC)cc3)nn2)S(=O)(=O)C1 (stereo not drawn)
→ 1% | 1 | -2% | 28% | -4% | -12% | -2% | -9% | 0.4

Compound profiles, as listed above.
`COc1ccc(NC(=O)CCN2CCC(C)CC2)cc1` across the screens: GLP1R cytotox: 24%; PI5P4K alpha inh: 0; EPAC1 antagonist: -11%; GLP-1R inv ag: 6%; PLK1 PBD block: -3%; PTHR1 agonist: i; GLP1R ag: 4%; EPAC1 agonist: 7%; IL-2 act: -4.2
`COc1ccc(-c2cc(=O)oc3cc(OCC(=O)Nc4ccc(CCO)cc4)ccc23)cc1` across the screens: GLP1R cytotox: 3%; PI5P4K alpha inh: -2; EPAC1 antagonist: ?; GLP-1R inv ag: -20%; PLK1 PBD block: -8%; PTHR1 agonist: -12%; GLP1R ag: 1%; EPAC1 agonist: 1%; IL-2 act: -1.7
`O=C(CN1C(=O)NC2(CCOc3ccccc32)C1=O)Nc1ccc(Br)cc1F` (stereo not drawn) across the screens: GLP1R cytotox: -5%; PI5P4K alpha inh: 9; EPAC1 antagonist: -28%; GLP-1R inv ag: ?; PLK1 PBD block: 0%; PTHR1 agonist: i; GLP1R ag: 14%; EPAC1 agonist: 11%; IL-2 act: -0.2

Additional entries
Order of results: GLP1R cytotox | PI5P4K alpha inh | EPAC1 antagonist | GLP-1R inv ag | PLK1 PBD block | PTHR1 agonist | GLP1R ag | EPAC1 agonist | IL-2 act
- COc1ccccc1NS(=O)(=O)c1cc(C)ccc1C
→ 0% | 2 | -13% | -28% | 0% | i | -1% | 4% | -1.3
- CC(=O)Nc1ccc(NC(=O)CSc2nnnn2-c2ccccc2F)cc1
→ ? | 3 | -10% | 21% | 1% | -5% | -1% | 11% | 1.2
- O=C(NCCCN1CCCC1=O)c1cccc(S(=O)(=O)N2CCCCC2)c1
→ 6% | 2 | 18% | -4% | 0% | i | 8% | -4% | 1.0
- CNc1nc2c(N)ncnc2n1[C@H]1O[C@@H](CO)[C@H](O)[C@@H]1O
→ 3% | 7 | 1% | 14% | -12% | i | 16% | 4% | -4.0
- Cc1nc(NC(=S)NC(=O)c2cccs2)sc1C(=O)N(C)C
→ 2% | . | 30% | 25% | -14% | -2% | -1% | 5% | -2.4
- COc1ccccc1OCCn1c(=O)oc2ccc(C)cc21
→ -3% | 1 | -5% | -25% | -8% | i | 17% | 3% | -3.9
- O=C(c1ccco1)N1CCN(C2CN(CCc3ccccc3)S(=O)(=O)C2)CC1 (stereo not drawn)
→ 0% | -7 | 0% | 33% | -4% | -6% | 1% | -1% | -0.1
- CCN(C[C@H]1N[C@@](CC)(C(=O)OC)[C@H]2C(=O)N(Cc3ccccc3)C(=O)[C@@H]12)C(=O)COC
→ -19% | -3 | 9% | 10% | 3% | -3% | -1% | -9% | 1.1
- Cn1c(NC(=O)C(C)(C)Oc2ccc(Cl)cc2)cc(=O)n(C)c1=O
→ 5% | -5 | -14% | 4% | -10% | -13% | 2% | -3% | -2.4
- CCC1SC(CC)C(=O)N(CC(=O)NC2CCCCC2)C1=O (stereo not drawn)
→ 18% | 3 | 6% | 5% | -4% | i | 2% | -2% | -2.7
- CCNc1nc(Cl)nc(NCc2ccccc2)n1
→ 8% | 0 | 2% | 15% | -7% | i | -9% | -3% | -1.0
- CCOC(=O)C[n+]1ccc2c([nH]c3ccccc32)c1C
→ 40%[activator] | -2 | -7% | 8% | -9% | -9% | 1% | -13% | 3.3
- Cc1ccc(N(Cc2ccco2)C(=O)c2ccc(N3CCCCC3)c([N+](=O)[O-])c2)cc1
→ -15% | 7 | -15% | ? | -9% | i | 3% | 0% | -5.9
- c1ccc(NCc2ccccn2)cc1
→ -7% | -2 | -10% | 7% | -17% | -30%[inhibitor] | -6% | -13% | -0.2
- COc1cc(C)nc(Oc2ccc(=O)n(C)n2)n1
→ 3% | -8 | 0% | 0% | -9% | 20% | 1% | -4% | -3.4
- CCN(CC(=O)Nc1c(F)cccc1F)C(=O)/C=C/c1ccc2ccccc2n1
→ -17% | -100* | ? | -12% | 13µM* | -11% | -20% | 2% | 0.8
- COc1ccc(N(C)S(=O)(=O)c2ccc3c(c2)n(C)c(=O)c(=O)n3C)cc1
→ -5% | . | . | 1% | . | -11% | -1% | . | .
- C=C(C)C(=O)Nc1cccc(C2=NOC3(C2)C[C@H](C(N)=O)N(C(=O)c2ccccc2)C3)c1 (stereo partly drawn)
→ 6% | -28 | -1% | 17% | ? | -6% | 6% | -1% | -0.5
- CCCCCNC(=O)C1C(=O)Nc2ccccc2C(=O)N1C(C)(C)C (stereo not drawn)
→ -7% | -7 | 2% | 5% | -14% | i | . | -9% | 2.2
- O=S(=O)(Nc1ccc(N2CCCCC2)cc1)c1ccccc1
→ 6% | -3 | -8% | -25% | -4% | -9% | 13% | -6% | -1.0
- COc1cc(CNc2ncnc3c2ncn3[C@H]2CN(Cc3ccc(Cl)cc3)C[C@@H](CO)O2)cc(OC)c1OC
→ 1% | 5 | -28% | 8% | -14% | -13% | 0% | 7% | -0.8
- N/C(=N\c1nc2ccccc2o1)NC(=O)c1ccccc1F
→ -1% | 13 | 0% | 2% | -1% | -30%[inhibitor] | -15% | 2% | 3.7
- Cc1ccc(S(=O)(=O)N2CCN(c3ccccc3)CC2)cc1C
→ 6% | 10 | 8% | -2% | -9% | -12% | 8% | -3% | -0.6
- CC(C)(CN1CCNCC1)NS(=O)(=O)c1ccc(Cl)cc1
→ ? | 13 | 6% | 2µM* | -12% | -23% | 14% | 15% | -0.8
- COc1ccc(CNCc2ccc3ccccc3c2)c(OC)c1
→ -28% | -3 | 10% | ? | -6% | -24% | 2% | 0% | -0.8
- O=C(NNc1ccccn1)C(=O)NNS(=O)(=O)c1ccc(Cl)cc1
→ -1% | 5 | 5% | 2% | -7% | -4% | -2% | 7% | 0.0
- N#CC1(P(=O)(c2ccccc2)c2ccccc2)CC1
→ -7% | -5 | -7% | 12% | 0% | -4% | 1% | 7% | -0.2
- COc1ccc(CCNC(=O)Cn2nc(C)c3c(C)n(-c4ccccc4)nc3c2=O)c(OC)c1
→ 11% | -8 | 35%[activator] | -20% | -14% | -32%[inhibitor] | 4% | -7% | -1.6
- COc1ccc(C2CC(=O)c3cnc(NC(=O)c4ccco4)nc3C2)cc1 (stereo not drawn)
→ 1% | -12 | -10% | 7% | -7% | -10% | 2% | 30% | -0.2
- CCCS(=O)(=O)N1CCC(C(=O)N2CCN(Cc3ccccc3)CC2)CC1
→ -6% | 0 | 0% | 2% | -2% | -3%[57.5 µM] | 6% | 0% | 0.0
- C/C(=N\Nc1nnc(-c2ccccc2)c(-c2ccccc2)n1)c1cccc([N+](=O)[O-])c1
→ -1% | . | -28% | 12% | -2% | i | -18% | 0% | -0.7
- Cc1cccc(N2CCN(C(=O)c3ccc(Cl)c(NC4=NC5CS(=O)(=O)CC5S4)c3)CC2C)c1 (stereo not drawn)
→ 0% | 0 | -25% | 8% | -1% | i | -4% | 9% | -1.6
- CCOc1ccc(N2C(=O)Nc3ccccc3C2(O)C(=O)NCc2ccc(F)cc2)cc1 (stereo not drawn)
→ 7%[7.66 µM] | 3 | 4% | 19%[7.66 µM] | 0% | i | -2% | 6% | 0.5

Screens as filed in PubChem BioAssay.

An excerpt. The share of hits here may be higher or lower than overall.
